MT stabilizer = microtubule stabilization, imaging screen. HeLa tubulin immunostaining HCS, 24 h; share of cells brighter than vehicle mean+2SD. % tubulin-high responders, % at 10 µM. 0.83% of 200,000 active;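 active = plate Z-score above 3 for both tubulin-high and condensed-nucleus cell shares, with cell loss under 80%, at 10 µM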;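 also: anti alpha tubulin signal scored within the nucleus-defined area of each cell; some results filed as inactive read as strong as hits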
M1AAP inhibition = malaria alanyl aminopeptidase activity blockers – biochemical, fluorogenic H-Leu-NHMec substrate, 1536-well (AID 1445); recombinant M1AAP, H-Leu-NHMec fluorogenic kinetic assay; higher % means a stronger effect; inhibition, % at 30 µM; hits with a dose series show IC50 in µM; 0.42% of 220,000 active;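 active = primary inhibition above the hit cutoff, then over 50% inhibition at one or more dose response concentrations, cut at about 23% in these data, passing the limit was not always enough; inconclusive = conflicting primary data, or primary hits not chosen for dose response; inactive = low primary inhibition, or under 50% at every dose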;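 also: plate controls were DMSO full reaction for no effect and no enzyme background for full effect; strong numbers were not always called active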
Dynein transport = blocks dynein driven cargo transport along microtubules; 0.47% of 220,000 active; AID 1381; 3617.4 mouse cells, GR-EGFP nuclear translocation imaging; test concentration mostly 20 µM; stimulated with dexamethasone, 1 µM; stronger effect = lower value; z-score, hits read low;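 active = plate z-score of nuclear minus cytoplasmic receptor signal below a set negative limit, without overly bright fluorescence or cell loss, cut at about -3.5 in these data, passing the limit was not always enough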;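 also: z-score of nuclear minus cytoplasmic ring GR-EGFP intensity difference per well; some compounds called inactive have numbers as strong as hits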
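Medium: Induction medium lacking tetracycline, stripped serum | Probe or stimulus: 1.0 µM final dexamethasone stimulus | Schedule: 48 h induction, then 1 h compound, then 30 min agonist, 37 °C | Signal: Automated 10x imaging of fixed Hoechst-stained cells | Evaluation: Per-cell GR-EGFP intensity, nucleus versus surrounding cytoplasmic ring, well-averaged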
T cell HTS = T cell immune modulators affecting CD8 T cell-vesicle binding; 0.068% of 330,000 active; 2C CD8+ T cell-vesicle binding, flow cytometry; stronger effect = lower value; calls only at 7 µM;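 active = response, share of CD8 T cells binding vesicles, and their 90th percentile fluorescence all below set limits, cut at about 80% in these data, passing the limit was not always enough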
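Incubation: binding step 1.5 h, 37 °C, antibody labelling 20 min, ice; system: murine 2C transgenic CD8+ T lymphocytes; technique: cytometric PE anti-B7-1 and Alexa647 anti-CD8 signals after 1% paraformaldehyde fixation; also added: QL9-charged Drosophila Ld/ICAM-1/B7-1 vesicles; control set: naked versus QL9-loaded vesicles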
M17LAP inhibition = P. falciparum M17LAP inhibitors, primary screen, biochemical, fluorogenic H-Leu-NHMec substrate, 1536-well (AID 1619); inhibition, % at 30 µM, or IC50 in µM where a hit was titrated; 0.38% of 220,000 active; recombinant M17LAP, H-Leu-NHMec fluorogenic kinetic assay; higher % means a stronger effect;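 active = compound inhibiting the enzyme by more than half at any dose during confirmatory dose-response retesting; inconclusive = strong single-dose inhibitors picked by rank but not retested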;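 also: plate controls were full reaction with DMSO carrier for no effect and no enzyme background for full effect; strong numbers were not always called active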
bCat nuc transl = modulators of beta-catenin nuclear translocation | HeLa beta-catenin nuclear translocation, immunofluorescence imaging | nuclear translocation activity, % at 5 µM | 0.3% of 190,000 active | AID 1665;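 active = nuclear translocation activity above 50% at 5 µM, with a well cell count of 50 or more; inconclusive = wells under 50 cells across six images, flagged as toxic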;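 also: per-cell ratio of nuclear to cytoplasmic median beta-catenin stain intensity; plate controls were DMSO negative control for no effect and GSK-3 inhibitor IX positive control for full effect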
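Signal – beta-catenin immunofluorescence imaging with DAPI · Test system – human HeLa cell line · Dosing – 5 µM primary single dose, 0.1% DMSO, 0.02–20 µM confirmation series · Measure – % activation, nuclear-to-cytoplasmic median beta-catenin signal ratio per cell · Incubation – 24 h compound exposure at 37°C, 5% CO2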
Autophagy HCS = modulators of autophagy. MEF GFP-LC3 puncta imaging; test concentration mostly 10 µM. calls only at 10 µM (by protocol). 0.98% of 190,000 active. AID 463193;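 active = percentage of spot-positive cells more than 3 SD above its plate mean, without a fluorescence outlier flag or 80% toxicity; inconclusive = no clear call, values can overlap the other calls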;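 also: spot-positive cell cutoff set from DMSO-treated cells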
Yfh1-off respiration = mitochondrial function rescue without frataxin homolog – Friedreich's ataxia, plus single-dose screen, dose response (AID 1465) | S. cerevisiae Yfh1-off respiration, WST-1 reduction, 72 h; higher fold induction means a stronger effect | fold induction at 50 µM, or EC50 in µM where a hit was titrated | 0.074% of 220,000 active;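 active = fold induction of absorbance versus untreated yeast above a set limit, then at least 30% activation at any dose in follow-up; inconclusive = repeats straddling the limit, or above it without dose testing; inactive = fold induction below the set limit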;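 also: activators that raise dye reduction in frataxin-depleted yeast; strong numbers were not always called active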
WT yeast gro inh = growth inhibition of WT yeast, mitochondrial fusion screen. mitochondrial fusion phenotypic screen, WT strain. inhibition, % at 10 µM. 2.1% of 190,000 active. AID 1362; in the data active = inhibition above about 58%; tested in S. cerevisiae
WT yeast gro inh mutant strain = recorded beside WT yeast gro inh, whose call it bears; inhibition, %; mitochondrial fusion phenotypic screen, mutant strain inhibition
Dynein transport cytoplasmic EGFP = further read-out of Dynein transport, marked with its call; z-score; measured here: cytoplasmic GR-EGFP intensity; stronger effect = higher value
Dynein transport nuclear GR-EGFP = further read-out of Dynein transport, marked with its call; z-score; measured here: nuclear GR-EGFP intensity;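 lower value marks the stronger effect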
Dynein transport cell count = recorded beside Dynein transport, whose call it bears; z-score; measured here: cell count per field
bCat nuc transl cell count 5 µM = further read-out of bCat nuc transl, marked with its call; cell count; measured here: cell count, cytotoxicity flag
T cell HTS vesicle-bound % = recorded beside T cell HTS, whose call it bears; double positive events, %; measured here: CD8+ vesicle-bound cell fraction;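 binding gate set so that unloaded-vesicle control wells show 10% double positive cells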
MT stabilizer Hoechst-high % = also measured in MT stabilizer; calls as there; % Hoechst-high responders; measured here: nuclear condensation Hoechst responders;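 share of cells brighter than vehicle mean plus two SD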
MT stabilizer cytotoxicity % = recorded beside MT stabilizer, whose call it bears; toxicity, %; measured here: cytotoxicity by cell density;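 0% = mean cell density of plate MIN control wells and 100% = no cells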
Autophagy HCS cell loss 18 h = second read-out of Autophagy HCS, no call of its own (marks repeat the call); toxicity, %; measured here: cell loss, nuclei count;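 cell loss after 18 h compound exposure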
Active calls of the source: *; i = inactive; u = inconclusive; x = no result given.

mol	MT stabilizer	MT stabilizer Hoechst-high %	MT stabilizer cytotoxicity %	M1AAP inhibition	Dynein transport	Dynein transport cytoplasmic EGFP	Dynein transport nuclear GR-EGFP	Dynein transport cell count	T cell HTS	T cell HTS vesicle-bound %	M17LAP inhibition	bCat nuc transl	bCat nuc transl cell count 5 µM	Autophagy HCS	Autophagy HCS cell loss 18 h	Yfh1-off respiration	WT yeast gro inh	WT yeast gro inh mutant strain
COc1ccc(Oc2c(Cl)cnn(-c3ccc(F)cc3)c2=O)cc1	2.0	2.0	10	1%	-1.6	-0.081	-0.3	0.83	i	30	6%	-0.8	1051	i	25	i	5	7
Cc1ccc(C(NC(=O)N2CCCC2)C(Cl)Cl)cc1F (stereo unspecified)	1.5	1.1	8.6	6%	0.22	-0.34	0.41	-0.2	i	40	8%	-1.2	1002	i	8	i	-9	16
COc1ccc(-c2nnc(NC(=O)c3ccc(F)cc3)o2)cc1	7.4	1.9	1.6	-12%	0.21	-0.27	0.11	0.056	i	46	1%	-0.3	1102	i	18	x	66	69
COc1ccc(Cc2c(C)nc(N)nc2Cl)cc1	4.1	3.4	4.9	-3%	-0.0098	-0.21	0.44	-0.69	i	63	-8%	-2.2	1067	i	27	i	3	7
CCCCn1c(SCC(=O)Nc2nnc(C)s2)nnc1-c1ccoc1C	3.5	2.1	11	-1%	0.12	0.0032	0.42	0.054	i	47	19%	-1.8	971	i	9	i	6	-7
COc1ccc(Cl)cc1NC(=O)CSc1nnc(CN2CCOCC2)n1-c1ccc(Cl)cc1	1.5	0.7	7.6	6%	-1	-0.3	-0.38	1.1	i	13	-1%	1.1	1116	i	-8	i	5	-15
CCOC(=O)N1CCC(NC(=O)Cn2cc3c(n2)CCCCC3)CC1	3.9	2.5	6.7	0%	0.04	-0.19	0.26	0.49	x	x	15%	1.6	1123	i	-6	i	8	7
Cc1nc(-c2cn[nH]c2-c2ccc(O)cc2O)cs1	3.4	1.2	2.6	0%	0.0082	-0.16	0.079	0.62	i	54	4%	-4.7	589	i	16	i	11	12
Cc1cccc(-c2cc3c(nn2)-c2ccccc2C3=O)c1	2.9	1.9	7.4	4%	0.5	-0.34	0.12	-0.43	i	16	-3%	-5.1	1194	i	14	i	42	51
NS(=O)(=O)c1cc(C(=O)OCC(=O)Nc2ccccc2[N+](=O)[O-])ccc1Cl	3.2	0.9	3.1	3%	3.3	-0.28	2.7	-2.8	i	64	-1%	-2.4	944	i	8	i	2	8
CCCCNC(=O)Cn1nc([N+](=O)[O-])c([N+](=O)[O-])c1C	4.4	2.2	8.8	0%	0.69	-0.25	0.41	0.035	i	43	-8%	-0.1	1042	i	7	i	-11	-8
CC(=O)c1ccc(C(C)(C)c2ccc(C(C)=O)s2)s1	2.7	1.5	3.1	10%	-1	-0.21	-0.73	1.5	i	37	11%	x	x	i	6	i	17	10
CCCCC1(C)OC(=O)C(=Cc2ccc(-c3ccc(Cl)c(C(=O)O)c3)o2)C(=O)O1 (stereo unspecified)	x	x	x	9%	0.89	-0.28	0.27	-0.51	i	48	69%	0.1	1296	x	x	i	x	x
Cc1cccc(C)c1NC(=O)CNC(=O)c1c(C)nn(C)c1Cl	2.3	4.1	8.0	-1%	-0.79	-0.32	-0.26	1.4	i	28	1%	-2.1	1081	i	-5	i	-5	3
COc1ccc([N+](=O)[O-])cc1NC(=O)c1ccc(N2C(=O)CCC2=O)cc1	x	x	x	-1%	2.2	-0.082	2.1	-3.1	i	34	-10%	-1.1	1343	x	x	i	x	x
COc1cc(/C=N/NC(=S)N/N=C/c2cc(OC)c(OC)c(OC)c2)cc(OC)c1OC	2.5	2.1	1.7	2%	1.7	-0.29	0.33	-0.87	i	22	5%	2.6	942	i	-9	u	14	-1
CCOC(=O)CN1C(=O)NC2NC(=O)NC21 (stereo unspecified)	5.0	3.0	9.0	-6%	0.35	-0.18	0.49	-0.47	i	35	-4%	-0.2	1127	i	8	i	14	-1
Cc1[nH]n(-c2ccccc2)c(=O)c1C(c1cccc([N+](=O)[O-])c1O)c1c(C)[nH]n(-c2ccccc2)c1=O	3.7	2.1	8.0	1%	0.44	-0.24	-0.1	-1	i	41	5%	-0.5	497	i	-7	i	-3	-13
O=C(CN1C(=O)CSc2ccccc21)N1CCc2ccccc21	5.8	1.9	4.8	4%	2.1	-0.21	1.5	-1.6	i	18	7%	-1.5	1049	i	4	x	8	4
O=C(NCCOc1ccccc1)C(=O)c1c[nH]c2ccccc12	x	x	x	7%	0.5	-0.15	0.85	-0.78	i	55	4%	-0.5	1326	x	x	i	x	x

Brought forward from above: 2 compounds; new compounds follow.
mol	MT stabilizer	MT stabilizer Hoechst-high %	MT stabilizer cytotoxicity %	M1AAP inhibition	Dynein transport	Dynein transport cytoplasmic EGFP	Dynein transport nuclear GR-EGFP	Dynein transport cell count	T cell HTS	T cell HTS vesicle-bound %	M17LAP inhibition	bCat nuc transl	bCat nuc transl cell count 5 µM	Autophagy HCS	Autophagy HCS cell loss 18 h	Yfh1-off respiration	WT yeast gro inh	WT yeast gro inh mutant strain
O=C(CN1C(=O)CSc2ccccc21)N1CCc2ccccc21	5.8	1.9	4.8	4%	2.1	-0.21	1.5	-1.6	i	18	7%	-1.5	1049	i	4	x	8	4
O=C(NCCOc1ccccc1)C(=O)c1c[nH]c2ccccc12	x	x	x	7%	0.5	-0.15	0.85	-0.78	i	55	4%	-0.5	1326	x	x	i	x	x
Cc1cc2cc(CNC(=S)NC3CCCCC3)ccc2[nH]1	1.9	1.3	7.9	3%	0.57	-0.14	0.23	-0.19	i	31	3%	-1.4	1084	i	-1	i	10	-1
N#CC(c1ccc(Cl)nn1)c1c(F)cccc1Cl (stereo unspecified)	1.6	1.5	9.1	7%	-0.69	-0.26	-0.15	0.44	i	43	-4%	0.5	1527	i	18	i	-18	-15
O=C(c1ccc2c(c1)OCO2)N1CCN(c2ccc(C(F)(F)F)cn2)CC1	1.5	3.1	8.6	8%	0.66	-0.12	0.97	-2.1	i	40	-3%	-0.6	939	i	3	i	2	-8
NC(=O)C1CCCN1 (stereo unspecified)	2.7	3.1	2.8	4%	-0.52	-0.29	0.098	0.68	i	22	0%	-1.5	1123	i	8	i	-4	12
COc1cccc(-c2csc(N3CCN(C(=O)NC45CC6CC(CC(C6)C4)C5)CC3)n2)c1	2.3	2.2	9.0	-1%	-1.1	-0.27	-0.24	-0.25	i	38	0%	-2.5	1239	i	-1	i	35	7
O=C(NC1CCCCCCC1)NC1CCCCC1	2.2	1.4	5.9	12%	-0.25	-0.17	-0.77	-0.9	i	24	-4%	-1.7	1328	i	5	i	-3	10
O=S(=O)(NCc1cccnc1)c1ccc(Cl)c(Cl)c1	3.9	1.5	9.2	4%	-0.58	-0.23	0.21	0.51	i	35	3%	2.0	1174	i	7	i	10	6
CN(C)C(=O)C#Cc1ccccc1	x	x	x	4%	-0.92	-0.22	-0.44	0.95	i	24	12%	0.8	1287	x	x	i	x	x
O=C(CSc1nncn1-c1ccccc1)Nc1cccc(S(=O)(=O)N2CCCCC2)c1	2.7	4.3	6.3	-3%	-1.1	0.12	-0.83	0.03	i	0	16%	x	x	i	-9	i	11	11
Fc1cc(F)cc(NC(=S)NCCCN2CCOCC2)c1	1.6	1.5	3.7	3%	1	-0.088	0.84	-0.45	i	52	-2%	1.4	994	i	-15	i	-7	7

Compounds were not picked by outcome (roughly 4.4% active in at least one column).
